Assay outcomes from PubChem.
WT yeast gro inh = growth inhibition of WT yeast, mitochondrial fusion screen; mitochondrial fusion phenotypic screen, WT strain; inhibition, % at 10 µM; 2.1% of 190,000 active; in the data active means inhibition above about 58%; tested in S. cerevisiae
SV40 large T antigen = SV40 large T antigen inhibitors, biochemical (AID 1903) | SV40 large T antigen ATPase/helicase inhibition assay; higher % means a stronger effect | 0.39% of 310,000 active | inhibition, % at 20 µM; hits with a dose series show IC50 in µM; in the data active means a potency from the dose series; inconclusive means inhibition mostly from about 32% at the one dose, without a potency; inactive means the rest, 99 in 100 with inhibition below about 32%; further: strong numbers were not always called active
UTI89 phage lysis = protection from phage-mediated lysis, alamar blue read-out – E. coli UTI89, K1F phage, bacterial capsule biogenesis inhibitors (AID 488966) | 0.02% of 340,000 active | E. coli UTI89 K1F phage lysis, alamar blue, 2 h; higher % means a stronger effect | one-dose inhibition, % at 100 µM; IC50 in µM for titrated hits;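 active means phage lysis inhibition, versus mean bacterial control, above a set limit; inconclusive means no clear call, values can overlap the other calls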;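 further: capsule biogenesis inhibitors block K1F phage lysis so surviving cells raise fluorescence; higher fluorescence means more inhibition of phage lysis; actives were called in the ten point dose series up to 300 µM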
XIAP antagonists = small molecules displacing peptide from XIAP – biochemical, IAP family, fluorescence polarization (AID 1018); XIAP BIR domain, fluorescence polarization peptide displacement; higher % means a stronger effect; displacement, % at 20 µM; hits with a dose series show IC50 in µM; 0.007% of 200,000 active; in the data active means displacement above about 50%; further: a part of the inactive calls stands beside numbers as strong as those of hits
CSM14.1 death rescue = rescue of cells from ER stress-induced death, primary screen, 384-well, CSM14.1, thapsigargin, ATP luminescence (AID 1222); CSM14.1 thapsigargin-induced death rescue, ATP luminescence; higher % means a stronger effect; one-dose cellular ATP content (survival), % at 20 µM; EC50 in µM for titrated hits; 190,000 tested, under 10 active;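 active means EC50 below 50 µM in the dose-response confirmation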;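 further: death triggered by thapsigargin at about 15 µM added after 2 h compound pretreatment; cell ATP read after overnight thapsigargin exposure of roughly 18 to 22 hours; normalized against plate controls of thapsigargin alone and 5% DMSO vehicle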
NS5 inhibitors = flavivirus cap methylation enzyme inhibition – biochemical, confirmation dose response, primary screen (AID 588689). Dengue-2 NS5 methyltransferase capping enzyme assay, biochemical; higher % means a stronger effect. 0.3% of 340,000 active. inhibition, % at 25 µM; hits with a dose series show IC50 in µM; in the data active means a potency from the dose series; inconclusive means inhibition above about 29% without an active follow-up result
RSV antiviral HEp-2 = inhibition of RSV-induced cytopathic effect – HEp-2 cells, primary 10 µM value included (AID 2391) | HEp-2 cells, RSV-induced CPE inhibition; higher % means a stronger effect | CPE inhibition, % at 10 µM, or IC50 in µM where a hit was titrated | 0.13% of 310,000 active; in the data active means a potency from the dose series; inconclusive means CPE inhibition mostly from about 23% at the one dose, without a potency; inactive means the rest, 99 in 100 with CPE inhibition below about 21%; further: strong numbers were not always called active
West Nile antiviral = West Nile virus antiviral activity, cell-based, CPE readout (AID 1621); West Nile virus-infected cells, CPE inhibition; higher % means a stronger effect; 0.02% of 290,000 active; one-dose CPE inhibition, % at 10 µM; IC50 in µM for titrated hits; in the data active means a potency from the dose series; inconclusive means CPE inhibition mostly from about 3.7% at the one dose, without a potency; inactive means the rest, 99 in 100 with CPE inhibition below about 2.2%; further: strong numbers were not always called active
Yfh1-depleted yeast = mitochondrial function rescue without frataxin homolog – Friedreich's ataxia, plus single-dose screen, dose response (AID 1465); S. cerevisiae Yfh1-off respiration, WST-1 reduction, 72 h; higher fold induction means a stronger effect; fold induction at 50 µM, or EC50 in µM where a hit was titrated; 0.074% of 220,000 active;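 active means fold induction of absorbance versus untreated yeast above a set limit, then at least 30% activation at any dose in follow-up; inconclusive means repeats straddling the limit, or above it without dose testing; inactive means fold induction below the set limit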;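 further: activators that raise dye reduction in frataxin-depleted yeast; strong numbers were not always called active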
WT yeast gro inh mutant strain = further read-out of WT yeast gro inh, marked with its call; inhibition, %; mitochondrial fusion phenotypic screen, mutant strain inhibition
NS5 inhibitors pilot replicate = recorded beside NS5 inhibitors, whose call it bears; inhibition, %; measured here: pilot screen replicate inhibition
* hit, by the source's call; i = inactive; u = inconclusive; x = not tested or not shown; [ ] = another dose, or the depositor's remark.

SMILES | WT yeast gro inh | WT yeast gro inh mutant strain | SV40 large T antigen | UTI89 phage lysis | XIAP antagonists | CSM14.1 death rescue | NS5 inhibitors | RSV antiviral HEp-2 | West Nile antiviral | Yfh1-depleted yeast | others
O=S(=O)(Nc1cccc(F)c1)c1cccc2nsnc12 | x | x | 21.0% | 0.0% | x | x | 5.5% | -1.9% | -0.2% | x
COc1cccc(CN(C)C(=O)c2cc(-c3ccc(F)cc3)nc3ccccc23)c1 | x | x | 3.9% | -0.2% | x | x | -2.6% | 7.8% | 0.0% | x
CCC(=O)NNc1nc2c(Cl)cccc2s1 | -5.8 | 2.3 | 9.8% | -0.3% | -2.9% | -1.1% | -5.4% | 1.8% | 0.4% | i
CC(=O)Nc1cc2c(cc1NC(=O)c1cnccn1)OCCO2 | -23.2 | -37.4 | -1.5% | 1.5% | -6.2% | -1.1% | 3.2% | 3.6% | 0.0% | i
FC(F)(F)c1cccc(N2CCC(N=CN3CCCCCC3)=N2)c1 | 16.1 | 20.9 | 27.2% | -1.5% | -2.2% | 0.3% | 0.7% | -2.5% | -0.3% | i
N#CC/C(N)=N/NC(=O)CCCNc1ncc(C(F)(F)F)cc1Cl | -20.5 | 4.6 | 7.6% | -1.5% | -1.9% | -0.4% | -3.0% | 0.5% | -0.3% | i
Cc1[nH]c2ccccc2c1/C=N/Nc1ccccc1[N+](=O)[O-] | 17.3 | 27.2 | 10.8% | 0.5% | -5.4% | -2.2% | 3.0% | u | -1.1% | i
O=C(Nc1ncccc1O)c1cccc(S(=O)(=O)N2CCCC2)c1 | x | x | 25.9% | 0.5%[50 µM] | x | x | -3.6% | -1.6% | x | x
O=C(O)CCN1Cc2ccccc2C1=O | -15.1 | 0.3 | 3.4% | 1.7% | 40.5% | 1.1% | -5.6% | 1.0% | 0.8% | i
N=C1/C(=C/c2ccc(OCc3ccccc3)cc2)C(=O)N=C2SC(CC(=O)N3CCOCC3)=NN12 | x | x | 19.5% | i | x | x | 1.8% | 2.0% | 0.4% | x
Cc1ccc(NC(=O)COC(=O)COc2cccc3c2OC(C)(C)C3)cc1C | x | x | 21.3% | -0.1% | x | x | 5.8% | 1.1% | -0.3% | x
COC(=O)CNC(=O)Cn1c(=O)n(Cc2ccc(F)cc2)c(=O)c2sccc21 | x | x | 14.8% | 0.4% | x | x | -8.2% | -0.8% | -0.2% | x
O=C(Nc1cccc(F)c1)Nc1ccnn1C1CCN(C(=O)c2cscn2)CC1 | x | x | -7.2% | 1.8%[50 µM] | x | x | -1.9% | -0.9% | -0.4% | x
CC(C)C[C@@H](COc1ccccc1)N1CCN(C)CCC1=O | x | x | 14.8% | -0.2% | x | x | -2.4% | -0.1% | -0.5% | x
COc1ccc(N=Cc2sc3ccccc3c2Cl)cc1 | 24.0 | 26.8 | 11.2% | 5.7% | -3.9% | -1.7% | -2.0% | 5.0% | -0.5% | i
Cc1cccc(N2CCN(S(=O)(=O)c3ccc4c(c3)C(C)(C)C(=O)N4C)CC2)c1C | x | x | 1.4% | 4.3% | x | x | -3.4% | 6.7% | -0.6% | x
Cc1ccc(C(=O)NNc2c3ccccc3nc3ccccc23)cc1 | x | x | 9.5% | 0.9% | x | x | -1.5% | 11.2% | 3.4% | i
CCCCCCc1ccc(OC(=O)c2ccncc2)cc1 | x | x | 7.4% | -0.1% | x | x | -5.2% | 0.1% | -0.4% | x
CCOC(=O)CN1C(=O)C(=O)N(Cc2c(C)cc(C)cc2C)C1=O | x | x | 7.1% | 0.2% | x | x | -5.2% | 2.7% | 0.1% | x
COc1ccccc1CNc1ccc(N2CCCCC2)cc1 | 15.3 | 22.4 | 13.0% | 0.3% | -2.8% | x | 6.9% | -0.8% | -0.1% | i
CC(NC(=O)CCC(=O)NCc1ccc(F)cc1)c1ccccc1 (stereo not drawn) | x | x | -2.5% | -0.1% | x | x | 2.0% | 0.7% | 0.0% | x | NS5 inhibitors pilot replicate=-6.4
COc1cc(NC(=O)NC2Cc3ccccc3C2)cc(OC)c1 | x | x | 9.1% | 0.1% | x | x | -8.5% | 2.5% | -0.6% | x
Cc1nc2c(nnn2Cc2ccccc2)c(=O)[nH]1 | 6.3 | 4.9 | 7.5% | 2.8% | -5.7% | -1.5% | 4.2% | -1.2% | 0.5% | i
COc1ccc(CCNC(=O)C/C(C)=N/NC(=O)c2cnccn2)cc1 | x | x | 16.3% | 0.1% | x | x | -11.5% | 1.7% | 0.1% | x
COC(=O)c1cc(C(=O)Nc2cc(C)on2)cc([N+](=O)[O-])c1 | x | x | 3.6% | 0.0% | x | x | -1.8% | 0.5% | -0.8% | x
Cc1nc2ccc3nc(NC(=O)c4ccc5c(c4)OCCO5)sc3c2s1 | -2.8 | -13.0 | -0.8% | 3.5% | -14.3% | -2.8% | -1.4% | 0.4% | 0.1% | i
COc1ccc2oc(C(=O)Nc3ccc(N4CCOCC4)cc3)c(C)c2c1 | x | x | 14.7% | 0.7%[50 µM] | x | x | -4.4% | 2.6% | x | x
COc1ccc(-n2c(SCc3ccc([N+](=O)[O-])cc3)nnc2-c2ccccc2)cc1 | 33.5 | -15.8 | -88.2% | 4.0% | -1.8% | -1.8% | -5.9% | 10.1% | -0.9% | i
Nn1c(SCc2ccccc2F)nnc1-c1cccnc1 | x | x | -0.6% | x | x | x | x | 1.2% | 0.5% | i
CC(C)C(NC(=O)C1CCC(C(C)(C)C)CC1)C(=O)NCc1cccnc1 (stereo not drawn) | 7.8 | -4.2 | 1.4% | 0.1% | -3.6% | -2.0% | 3.1% | 0.5% | -1.1% | i
CCOc1ccc2[nH]c(=S)[nH]c2c1 | 0.1 | 1.1 | 1.9% | 0.1% | -3.2% | -0.7% | x | u | -0.1% | i
CCCCNC1CCS(=O)(=O)C1 (stereo not drawn) | 11.4 | 4.8 | 4.4% | 0.4% | -3.6% | -1.6% | -0.7% | 0.8% | -0.1% | i
O=C(NCc1ccc2c(c1)OCO2)C1CCN(S(=O)(=O)c2ccc(F)cc2)CC1 | x | x | 9.4% | 0.3% | x | x | -1.7% | -0.2% | -0.2% | x
O=C(O)CCC(=O)Nc1sc2c(c1C(=O)Nc1cccc3ccccc13)CCCCC2 | 18.7 | 6.9 | u | -0.4% | -1.8% | 4.0% | -7.0% | 0.5% | -0.6% | i
COc1ccc(OC)c(-c2nnc(SCC(=O)N3CCCC3)o2)c1 | x | x | 5.9% | 0.1% | x | x | -6.3% | 4.1% | -0.1% | x
C/C(CC(=O)Nc1cccc2c1CCCC2)=N\NC(=O)Cc1ccccc1 | x | x | 2.6% | 0.1% | x | x | -2.4% | 0.3% | -0.3% | x
O=C(Nc1ccc(Oc2cccc(C(F)(F)F)c2)nc1)c1cccs1 | x | x | 3.2% | 0.8% | x | x | -9.2% | 4.8% | -1.2% | i
O=C(NCc1ccc(F)cc1)C1CCN(S(=O)(=O)c2ccc3c(c2)OCCCO3)CC1 | -12.6 | -4.7 | 9.1% | 0.5%[50 µM] | -9.7% | -1.3% | -3.2% | 0.5% | -1.0% | i
CC(=O)Nc1ccccc1C(=O)N1CCc2ccccc21 | 16.7 | -1.1 | -5.6% | 0.1% | -6.1% | 0.8% | x | 2.1% | 0.2% | i
CCCCCOC(=O)Cn1c(N2CCCCCC2)nc2c1c(=O)[nH]c(=O)n2C | -4.2 | 8.9 | 13.8% | 1.1% | 1.5% | -0.6% | -2.1% | -1.2% | 0.0% | i
O=C(NNc1cccc([N+](=O)[O-])c1)/C(=C\c1cccnc1)NC(=O)c1ccccc1 | x | x | 31.4% | -1.9% | x | x | 0.0% | 1.0% | 0.2% | i
CC(=O)COc1ccc(-c2csnn2)cc1 | x | x | 0.0% | -1.6% | x | x | 6.1% | 1.2% | -0.2% | i
Cc1cc(=O)n(CCCc2ccccc2)[nH]1 | x | x | 17.7% | -0.1% | x | x | 15.7% | 0.1% | x | x
CCOC(=O)c1nn(-c2ccccc2C)c2nc(Nc3ccccc3)cc(=O)n12 | 19.1 | 4.2 | 2.3% | 2.2%[50 µM] | -7.4% | 0.3% | -7.7% | 1.8% | -0.7% | i
CC(C)c1nc(SCc2c(F)cccc2Cl)c2c(=O)n(C)c(=O)n(C)c2n1 | 8.8 | 30.6 | 0.3% | 0.5% | -1.4% | -4.2% | -6.3% | 43.4% | -0.2% | i
Cc1ccnc(NC(=S)NC(=O)c2cccs2)c1 | 20.5 | 9.3 | 10.6% | 6.2% | -2.5% | -4.9% | 1.4% | 1.7% | -0.4% | i
CC(C)c1ccc(OCC(=O)NCc2n[nH]c(=O)c3ccccc23)cc1 | x | x | 12.9% | 1.4%[50 µM] | x | x | 8.1% | 4.3% | x | x
COc1ccc(-c2ccccc2)cc1NC(=O)c1ccncc1 | x | x | 6.7% | 0.1% | x | x | -4.6% | 1.1% | x | x
Cc1cccc(C(=O)NNC(=O)c2ccc(Cl)cc2)c1O | -4.6 | -61.3 | -7.5% | -0.2% | -2.9% | -2.6% | 21.1% | 2.7% | 1.1% | i

6 entries out of the list, sorted by molecular weight, rising.
SMILES | WT yeast gro inh | WT yeast gro inh mutant strain | SV40 large T antigen | UTI89 phage lysis | XIAP antagonists | CSM14.1 death rescue | NS5 inhibitors | RSV antiviral HEp-2 | West Nile antiviral | Yfh1-depleted yeast | others
Cc1cc(=O)n(CCCc2ccccc2)[nH]1 | x | x | 17.7% | -0.1% | x | x | 15.7% | 0.1% | x | x
CC(=O)COc1ccc(-c2csnn2)cc1 | x | x | 0.0% | -1.6% | x | x | 6.1% | 1.2% | -0.2% | i
Cc1ccnc(NC(=S)NC(=O)c2cccs2)c1 | 20.5 | 9.3 | 10.6% | 6.2% | -2.5% | -4.9% | 1.4% | 1.7% | -0.4% | i
Cc1cccc(C(=O)NNC(=O)c2ccc(Cl)cc2)c1O | -4.6 | -61.3 | -7.5% | -0.2% | -2.9% | -2.6% | 21.1% | 2.7% | 1.1% | i
CC(C)c1ccc(OCC(=O)NCc2n[nH]c(=O)c3ccccc23)cc1 | x | x | 12.9% | 1.4%[50 µM] | x | x | 8.1% | 4.3% | x | x
CC(C)c1nc(SCc2c(F)cccc2Cl)c2c(=O)n(C)c(=O)n(C)c2n1 | 8.8 | 30.6 | 0.3% | 0.5% | -1.4% | -4.2% | -6.3% | 43.4% | -0.2% | i
